# PI4K2A inh = blocks human PI4K2A kinase activity; Q9BTU6; purified PI4K2A, ADP-Glo luminescence, 1 h; active compounds read low; activity change, negative = inhibition, % at 76.9 µM; 420,000 compounds, 0.13% hits; in the data active means activity change below about -50%; inconclusive means mostly about -30% to -49%;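 further: -100% = wells without enzyme as full effect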
# Target sequence (Q9BTU6 whole entry, looked up): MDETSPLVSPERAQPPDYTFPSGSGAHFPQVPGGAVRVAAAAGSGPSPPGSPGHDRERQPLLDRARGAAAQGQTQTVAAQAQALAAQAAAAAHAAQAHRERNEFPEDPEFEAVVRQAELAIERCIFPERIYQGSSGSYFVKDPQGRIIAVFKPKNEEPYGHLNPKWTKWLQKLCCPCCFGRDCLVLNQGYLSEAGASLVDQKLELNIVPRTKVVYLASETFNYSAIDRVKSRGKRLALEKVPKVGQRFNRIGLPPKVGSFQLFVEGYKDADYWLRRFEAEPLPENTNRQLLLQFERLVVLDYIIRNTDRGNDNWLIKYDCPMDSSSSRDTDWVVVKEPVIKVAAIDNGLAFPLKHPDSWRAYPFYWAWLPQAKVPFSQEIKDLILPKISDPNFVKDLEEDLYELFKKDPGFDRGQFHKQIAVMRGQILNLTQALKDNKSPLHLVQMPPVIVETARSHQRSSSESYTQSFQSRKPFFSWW
#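 Compounds are screened against recombinant PI4K2A using PI as substrate and ATP, the latter dispensed at 300 microM. Reactions run one hour at ambient temperature before ADP-Glo detection; full inhibition defined by wells lacking enzyme.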
# TRHR ag = activates the human TRH receptor; 360,000 compounds, 0.18% hits; AID 493084; activation, % at 2 µM; TRHR cells, calcium flux fluo-8, FDSS agonist mode; in the data active means activation above about 30%; further: 0% is about no effect
#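 Agonist-mode FDSS calcium read (Ex 480/Em 530, 1 s cycles) in 1536-well TRHR cells with fluo-8 dye, after 10-cycle baseline and 23 nL compound addition; TRH at EC20 (10 nM final) added afterwards for the enhancer phase.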
# USP1-UAF1 inh = inhibitors of human USP1/UAF1 deubiquitinase; O94782; recombinant USP1/UAF1, Ub-Rhodamine cleavage fluorescence; Potency, µM (doses to about 57.1 µM), inactives show at the highest dose activity change, negative = inhibition, usual class: inhibitors; 390,000 compounds, 0.23% hits; AID 743255; further: potency means the concentration at half of the fitted maximal effect; on the % scale 0 is the no-effect control and ±100 the full control effect; nearly all actives have a fitted effect of over 60% in size; inactives centre near -12
#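 High-throughput fluorogenic screen: 1nM USP1/UAF1 complex, Ub-Rho substrate 150nM final, 50mM HEPES pH 7.8 with 0.5mM EDTA, 0.1 mg/ml BSA, 1mM TCEP and 0.01% Tween-20.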
# D2 agonist = D2 dopamine receptor (human) agonism | P14416 | HEK293 T-REx D2 cells, calcium flux agonist mode | activation, % at 2 µM | 340,000 compounds, 0.53% hits | AID 485358;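 active means activation over 3 SD above normal in the single-dose calcium agonist read, cut at about 30% in these data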; further: 0% is about no effect
# Target sequence (P14416 whole entry, looked up): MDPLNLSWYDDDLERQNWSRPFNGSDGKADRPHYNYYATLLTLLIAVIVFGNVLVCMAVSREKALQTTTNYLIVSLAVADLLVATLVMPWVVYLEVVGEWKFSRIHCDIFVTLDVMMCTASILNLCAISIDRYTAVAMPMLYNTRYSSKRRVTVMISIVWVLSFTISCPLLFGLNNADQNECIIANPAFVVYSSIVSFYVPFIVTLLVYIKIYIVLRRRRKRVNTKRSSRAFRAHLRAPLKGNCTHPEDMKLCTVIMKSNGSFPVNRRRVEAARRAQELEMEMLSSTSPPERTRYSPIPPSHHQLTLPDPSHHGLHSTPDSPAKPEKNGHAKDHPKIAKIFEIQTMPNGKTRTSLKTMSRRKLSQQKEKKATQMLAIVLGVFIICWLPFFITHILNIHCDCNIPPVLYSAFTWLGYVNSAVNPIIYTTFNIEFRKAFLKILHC
#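 Agonism scored from kinetic calcium signal (1 read/sec, 180 s) following compound pin transfer, after a 10 s baseline. Cells: HEK293 Trex line expressing inducible D2 receptor coupled to calcium, dye-loaded after overnight culture at 30 C.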
# TRHR enhancer = allosterically enhances the human TRH receptor; P34981; TRHR cells, fluo-8 calcium fluorescence, EC20 TRH enhancement; enhancement, % at 2 µM; 360,000 compounds, 0.66% hits; AID 493056; in the data active means enhancement above about 30%; further: 0% is about no effect
#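 Enhancer read-out: after compound pinning and an initial kinetic agonist-mode read, an EC20 of TRH (10 nM final) was injected and fluo-8 calcium signal (Ex 480/Em 530) followed at 1 s/cycle for 100 cycles in TRHR-expressing cells.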
# TrxR1 substrate = substrates of rat thioredoxin reductase 1. purified TrxR1 substrate turnover, NADPH consumption readout. Potency, µM (top dose mostly 114 µM), for the others: at the top dose activity change, negative = substrate turnover. 390,000 compounds, 0.01% hits; further: potency means the concentration at half of the fitted maximal effect; on the % scale 0 is the no-effect control and ±100 the full control effect; nearly all actives have a fitted effect of over 50% in size
#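 Rat TrxR1, dispensed at 90 nM, was prereduced with 400 uM NADPH (final) for 5 min at ~22 deg C, then incubated with compound 15 min before 400 uM selenite. A first-read NADPH fluorescence drop versus no-compound background flagged substrates.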
# rTrxR1 inhibitor = inhibitors of rat thioredoxin reductase 1; recombinant rTrxR1, NADPH fluorescence consumption, selenite substrate; Potency, µM (series often up to 114 µM), for the others: at the top dose activity change, negative = inhibition, actives largely listed as inhibitors; 390,000 compounds, 1% hits; AID 588453; further: potency means the concentration at half of the fitted maximal effect; on the % scale 0 is the no-effect control and ±100 the full control effect; nearly all actives have a fitted effect of over 65% in size
#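 Rat TrxR1 (90 nM in the dispensed reagent) was pre-reduced with 400 uM NADPH for 5 min at room temperature, then incubated with compound for 15 min. After 400 uM selenite was added, NADPH fluorescence (Ex 340/Em 450 nm) was followed for 8 min.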
# D2 antag = D2 dopamine receptor (human) antagonism; P14416; HEK293 TREx D2 cells, calcium flux, dopamine EC80; inhibition, % at 10 µM; 340,000 compounds, 2% hits; AID 485344; in the data active means inhibition above about 30%; further: 0% is about no effect
#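 HEK293 T-REx D2 cells, tet-induced, calcium dye no-wash. Cpd pintool add, 180 s kinetic, then EC80 DA, 180 s kinetic. Ca flux read.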
# IDH1 R132H inh = blocks human mutant IDH1 R132H enzyme; O75874; 390,000 compounds, 0.093% hits; IDH1-R132H enzyme, NADPH consumption, diaphorase/resazurin fluorescence; Potency, µM (series often up to 76.6 µM), inactives show at the top dose activity change, negative = inhibition, hits mostly inhibitors; further: potency means the concentration at half of the fitted maximal effect; on the % scale 0 is the no-effect control and ±100 the full control effect; nearly all actives have a fitted effect of over 65% in size
#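 IDH1-R132H (0.5 ug/mL) preincubated 30 min with compound, then NADPH (0.016 mM) and alpha-KG (2 mM) added; 80 min at RT, pH 7.5. Remaining NADPH coupled via diaphorase/resazurin to fluorescence (540/590 nm); concentration-response curves normalized to no-enzyme control.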
# An asterisk follows results filed as active; u = inconclusive; x = no result given; [ ] = remark or other dose. Unless noted, the call rests on the fitted dose curve; in most records, active means well fitted inhibition curve with a large enough effect; inconclusive means small, poorly fitted or top-dose-only effect; inactive means no such curve, though single readings can be large or run the other way.
SMILES	PI4K2A inh	TRHR ag	USP1-UAF1 inh	D2 agonist	TRHR enhancer	TrxR1 substrate	rTrxR1 inhibitor	D2 antag	IDH1 R132H inh
Cc1cc([N+](=O)[O-])ccc1NC(=O)C1CCCO1 (configuration not stated)	-1	0.7	-14%	1.2	8	-11%	-10%	-24	6%
Cc1cccc(C(=O)NCCC(=O)Nc2ccc(C#N)cc2)c1	3	-0.2	8%	-0.1	-1	-4%	7%	-2	-3%
CCNC(=O)c1c(NC(=O)c2cc(-c3cc(C)cc(C)c3O)n[nH]2)sc2c1CCCC2	-4	x	-3%	x	x	70%[activator]	49%[activator]	x	18%
CCCNC(=O)c1nn2c(C(F)(F)F)cc(-c3ccccc3)nc2c1Br	-11	-0.9	2%	-0.4	-4	-5%	4%	-7	1%
O=C(CNC1CCCCC1)Nc1ccc(Cl)cc1	-4	0.2	-22%	0.8	-24	-1%	8%	-7	10%
CC(C)CCOC(=O)/C(=C/c1ccco1)NC(=O)/C=C/c1ccccc1	2	0.0	-16%	x	-7	-2%	-12%	x	1%
Cc1cnc([N+](=O)[O-])n1CCOC(=O)NC(=O)c1c(F)cccc1F	-3	0.1	-7%	0.5	-2	-10%	-14%	-18	-3%
COc1ccccc1C(=O)N=Nc1c(O)[nH]c2ccc([N+](=O)[O-])cc12	3	-1.1	-13%	1.5	6	-5%	15%	5	11%
COc1ccc(-n2nc(C(=O)NCC(=O)N3CCCC3)c3ccccc3c2=O)c(OC)c1	-3	-0.2	-21%	-1.1	-4	15%[57.1 µM]	11%[57.1 µM]	-5	7%
Cc1csc2nc(COC(=O)c3ccccc3NC(=O)c3cccc(Br)c3)cc(=O)n12	1	0.9	-15%	1.6	2	8%[57.1 µM]	15%[57.1 µM]	x	7%
CCOC(=O)C1=C(O)C(=O)N(c2ccc(S(N)(=O)=O)cc2)C1c1ccc(OC)cc1OC (configuration not stated)	15	0.2	-25%	-0.2	5	-2%	-28%	-12	3%
CCOC(=O)c1c(NC(=O)c2cccs2)sc(C)c1CC	7	0.5	-17%	0.5	2	53%[activator][57.1 µM]	45%[activator][57.1 µM]	11	-1%
CC1(C)CC[C@]2(C(=O)O)[C@H](O)C[C@]3(C)C(=CCC4[C@@]5(C)C[C@H](O)[C@H](O)[C@@](C)(CO)C5CC[C@]43C)[C@@H]2C1 (some centres not stated)	1	0.4	-7%	1.9	-7	9%[57.1 µM]	18%[57.1 µM]	7	3%
S=C(NCCCN1CCOCC1)N1CCN(c2cccc(Cl)c2)CC1	u	1.6	-7%	0.8	-6	-5%	-1%	12	3%
Cc1ccc([N+](=O)[O-])cc1NC(=O)CN1CCCCC1	6	0.1	-2%	0.2	5	0%	1%	0	-1%
Cc1cccc(NC(c2cccc(F)c2)c2ccc3ccc(C)nc3c2O)n1 (configuration not stated)	-1	0.2	10%	0.3	14	10%[57.1 µM]	-6%[57.1 µM]	x	-21%
CSc1ccccc1NC(=O)COC(=O)/C=C/c1ccco1	1	x	-3%	x	x	6%[57.1 µM]	-56%	x	2%
Oc1c(Br)cc(Br)cc1C=NCc1ccc(F)cc1	-30	2.1	u	0.4	2	-7%	-13%	-1	-10%
Cc1ccc(-n2c(C)c3c(C)nnc(C)c3c2C)cc1C	1	-2.9	-8%	-0.1	-2	4%	19%	-13	-5%
Cc1ccc(S(=O)(=O)N2CCN(c3ccc4nnc(-c5ccccc5)n4n3)CC2)cc1	-7	-0.5	-12%	0.2	-3	-8%	-8%	-25	-6%
Cn1c(N)c(S(=O)(=O)N2CCCC2)c(=O)n(C)c1=O	-1	0.2	-26%	1.0	0	4%	15%	7	-9%
CCc1nc(SCC(=O)N2CCN(c3ccccc3)CC2)c2oc3ccccc3c2n1	5	0.2	-4%	0.7	1	-2%	12%	-4	-1%
CC(=O)Nc1ccc(OCC(O)CN2CCN(c3ccc(C)c(Cl)c3)CC2)cc1 (configuration not stated)	-13	-0.4	-3%	-0.1	5	14%	28%	21	5%
CCCCOC(=O)c1nc(Cl)c(Cl)c(N)c1Cl	5	-0.3	-21%	-0.4	6	-5%	-5%	1	8%
Cc1nn(C(=O)N2CCOCC2)c(C)c1C	-2	1.8	-11%	0.6	-5	0%	1%	-6	-1%
Cc1cc(Br)ccc1NC(=O)CN(C)C(=O)CCSc1ccc(F)cc1	-4	-0.3	-4%	0.3	2	-16%	-13%	9	3%
CN(CC(=O)Nc1ccccc1Cl)C(=O)C1CCN(C(=O)c2ccc(Cl)cc2)CC1	-5	0.7	0%	-0.5	-1	-3%	-12%	-7	2%
Cc1ccccc1OCCCC(=O)Nc1ccc(S(=O)(=O)Nc2onc(C)c2C)cc1	-4	0.6	-10%	-0.2	1	-4%	-5%	16	5%
CC1CCc2c(sc(NC(=O)C3c4ccccc4Oc4ccccc43)c2C#N)C1 (configuration not stated)	-3	1.3	4%	x	-4	-1%	2%	x	17%
CCc1nn(CC(=O)Nc2ccc(C)c(F)c2)c(=O)c2cc3cc(C)ccc3n12	-1	-0.7	-9%	0.4	0	22%	9%	x	0%
Cc1oc(C)c2c(=O)cc(-c3ccc4c(c3)OCO4)cc(OC(=O)c3ccccc3Cl)c12	-4	-1.4	-17%	-1.0	-2	6%	u	x	21%
Cc1ccc(NS(=O)(=O)c2ccc(OCC(=O)N3CCOCC3)cc2)cc1	-2	-1.0	u	-1.2	1	13%	14%	-28	2%
COc1ccccc1-c1nnc(SC(C)C(=O)N2CCOCC2)o1 (configuration not stated)	2	0.6	-12%	1.0	16	2%	-1%	7	3%
CC(C)C(NC(=O)C(C)N1C(=O)c2ccccc2C1=O)c1ccccc1 (configuration not stated)	3	-0.1	-8%	-1.5	3	-6%	4%	-16	-11%
CCc1ccc(NC(=O)CCCc2nnc3n(CCCOC)c(=O)c4sccc4n23)cc1	-1	-0.1	5%	-0.4	2	9%	24%	x	-14%
Cc1ccc2c(c1)N(CC(=O)O)C(=O)CO2	-12	0.4	-1%	-0.3	-5	5%[57.1 µM]	-4%[57.1 µM]	-7	0%

# Four of the compounds above, with each value named:
COc1ccccc1C(=O)N=Nc1c(O)[nH]c2ccc([N+](=O)[O-])cc12
  PI4K2A inh: 3
  TRHR ag: -1.1
  USP1-UAF1 inh: -13%
  D2 agonist: 1.5
  TRHR enhancer: 6
  TrxR1 substrate: -5%
  rTrxR1 inhibitor: 15%
  D2 antag: 5
  IDH1 R132H inh: 11%

Cc1ccc(-n2c(C)c3c(C)nnc(C)c3c2C)cc1C
  PI4K2A inh: 1
  TRHR ag: -2.9
  USP1-UAF1 inh: -8%
  D2 agonist: -0.1
  TRHR enhancer: -2
  TrxR1 substrate: 4%
  rTrxR1 inhibitor: 19%
  D2 antag: -13
  IDH1 R132H inh: -5%

O=C(CNC1CCCCC1)Nc1ccc(Cl)cc1
  PI4K2A inh: -4
  TRHR ag: 0.2
  USP1-UAF1 inh: -22%
  D2 agonist: 0.8
  TRHR enhancer: -24
  TrxR1 substrate: -1%
  rTrxR1 inhibitor: 8%
  D2 antag: -7
  IDH1 R132H inh: 10%

CCNC(=O)c1c(NC(=O)c2cc(-c3cc(C)cc(C)c3O)n[nH]2)sc2c1CCCC2
  PI4K2A inh: -4
  TRHR ag: x
  USP1-UAF1 inh: -3%
  D2 agonist: x
  TRHR enhancer: x
  TrxR1 substrate: 70%[activator]
  rTrxR1 inhibitor: 49%[activator]
  D2 antag: x
  IDH1 R132H inh: 18%

# Next section.
SMILES	PI4K2A inh	TRHR ag	USP1-UAF1 inh	D2 agonist	TRHR enhancer	TrxR1 substrate	rTrxR1 inhibitor	D2 antag	IDH1 R132H inh
Cc1nn(-c2ccccc2)c(C)c1/C=N/n1c(-c2ccccc2Br)n[nH]c1=S	-6	0.3	-22%	6.5	-3	16%[57.1 µM]	-3%[57.1 µM]	-23	-8%
Cc1ccc(C2=NC(c3ccc(F)cc3)=Nc3ccc(C)cc3N2)cc1	2	0.7	u	2.1	4	-3%	15%	x	x
CN1CCN(NC(=S)Nc2ccc(Oc3ccccc3)cc2)CC1	4	0.5	-13%	-0.3	-6	-1%	-8%	-6	7%
CC(=O)Nc1ccc(NC(=O)c2cc(-c3cc(C)cc(C)c3O)n[nH]2)cc1	-1	-2.1	-2%	-0.2	18	4%	17%	-13	0%
CN(C)c1ccc(C(=O)Nc2cc(C(F)(F)F)ccc2-n2cncn2)cc1	-7	-0.1	-3%	0.3	11	1%	2%	19	4%
COC(C)(C)[C@@H](O)COc1c2ccoc2cc2oc(=O)ccc12	3	-0.5	-15%	0.4	-4	3%[57.1 µM]	-1%[57.1 µM]	-11	6%
CCOc1ccc(N2C(=O)CC(N(CCc3ccc(OC)c(OC)c3)C(=O)/C=C/C(=O)O)C2=O)cc1 (configuration not stated)	6	-0.3	-9%	0.2	-5	1%	17%	5	15%
O=C(CCCc1ccccc1)NCCc1ccccc1	3	-0.2	-16%	-0.5	-6	-4%	16%	-6	-3%
Cc1cc(OCc2ccccc2)ccc1/C(O)=C1/C(=O)C(=O)N(Cc2cccnc2)C1c1ccncc1 (configuration not stated)	-9	0.5	-24%	0.4	-5	0%[57.1 µM]	11%[57.1 µM]	5	-12%
CN(C)S(=O)(=O)c1ccc(N2CCCC2)c(C(=O)Nc2ccccc2)c1	2	-0.1	-15%	-1.2	2	-12%	-2%	-10	8%
Cc1nnc(SC/C=C/c2ccccc2)n(N)c1=O	-2	0.0	-6%	-3.6	-3	2%[57.1 µM]	5%	10	3%
C=C(C)COc1ccc(-c2nc(N)ncc2-c2ccc(Br)cc2)c(O)c1	-9	0.6	-14%	-0.7	0	1%	14%	11	-4%
Nc1c(C(=O)O)sc2nc(-c3ccccc3)cc(-c3ccc(Cl)cc3)c12	2	-1.3	-6%	-1.9	3	-3%	-6%	0	1%
CN(C)c1ccc(S(=O)(=O)NCC(=O)OCC(=O)NC(=O)C2CCCCC2)cc1[N+](=O)[O-]	1	-1.1	-5%	-0.4	20	-5%	2%	-16	1%
Cc1ccc(S(=O)(=O)N2CCC(C(=O)NCC3CC3)CC2)cc1	-5	-0.5	u	0.5	-7	-2%	-1%	-25	-1%
